Screening data as filed in PubChem BioAssay.
PLK1 inh: human PLK1 kinase inhibitors, primary screen, biochemical, TR-FRET | AID 619, 2007 | recombinant PLK1 kinase, TR-FRET peptide phosphorylation | Serine/threonine-protein kinase PLK1 (Homo sapiens), P53350 | 0.53% of 97,000 active | inhibition, % at 10 µM;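 active means inhibition of 50% or more in the single-concentration screen; inactive means inhibition below 50%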;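 further: 0% = DMSO max control and 100% = H-89 dihydrochloride min control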
FAK inh: FAK kinase inhibitors, primary screen, biochemical | inhibition, %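 (tested at 7 µM)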 | 0.84% of 97,000 active | biochemical FAK kinase activity assay | Focal adhesion kinase 1 (Homo sapiens), Q05397 | AID 727, 2007; in the data active means inhibition above about 19%;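 further: 0% = DMSO and 100% = reference compound high control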
Rev-RRE block: HIV-1 Rev-RRE binding inhibitors, primary screen, biochemical, FRET, protein-RNA interaction; 0.79% of 97,000 active; Rev peptide-RRE RNA binding; AID 704, 2007; P05866; inhibition, % at 8 µM;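 active means inhibition above the screen-wide mean plus 3 SD, cut at about 35% in these data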;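 further: 0% = median DMSO wells and 100% = median Neomycin B control wells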
Target sequence (P05866 whole entry, looked up): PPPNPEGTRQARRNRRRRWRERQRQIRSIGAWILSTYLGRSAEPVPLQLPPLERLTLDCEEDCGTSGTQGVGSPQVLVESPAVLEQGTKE
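Test system: labelled RRE RNA duplex and labelled Rev peptide. Times: 5 min compound–RNA preincubation, then 15 min with peptide, 25 °C. Doses: single-dose 8 µM. Measured by: FRET, excitation 480 nm, emission 540 nm donor and 671 nm acceptor. Measure: % inhibition of FRET ratio versus controls.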
Pyk2 oligo antag: antagonists of Pyk2 self-association, primary screen, Q293 cells, FERM NanoBiT luminescence, HTS | z-score (the deposit names both 25 µM and 10 µM) | AID 1347419, 2020 | active compounds read low | Protein-tyrosine kinase 2-beta (Homo sapiens), Q14289 | 0.83% of 99,000 active;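 active means Z-score of -3 or lower, scaled per plate to the spread of control and sample wells; inactive means z-score above -3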;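 further: negative z-score means lost luminescence so less FERM oligomerization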
F-actin modifier: modifiers of F-actin cytoskeleton organization, primary screen, imaging, HUVEC, phalloidin staining, high-content imaging | 0.18% of 91,000 active | AID 836, 2007 | inhibition, % at 2 µM | HUVEC TNFa F-actin phalloidin imaging;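 active means inhibition above the batch mean plus 3 SD and confirmed as a hit by visual image inspection, cut at about 30% in these data, passing the limit was not always enough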; further: strong numbers were not always called active
Plk1 PBD FP: Plk1 polo box domain binding inhibitors, primary screen, biochemical, fluorescence polarization; Serine/threonine-protein kinase PLK1 (Homo sapiens), P53350; Plk1 PBD phosphopeptide binding; inhibition, %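 (tested at about 20 µM)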; 0.13% of 97,000 active; AID 693, 2007; in the data active means inhibition above about 34%, passing the limit was not always enough
EphB4 antag: EphB4-ephrin-B2 interaction antagonists, primary screen, biochemical, TNYL-RAW peptide probe, fluorescence polarization. Ephrin type-B receptor 4 (Homo sapiens), P54760. EphB4 LBD / TNYL-RAW-Alexa532 peptide. inhibition, % at 7 µM. 0.15% of 97,000 active;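 active means inhibition above the screen-wide mean inhibition plus 3 SD, cut at about 15% in these data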;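 further: 0% = DMSO wells and 100% = excess unlabeled TNYL-RAW peptide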
LYP inh 2: PTPN22 phosphatase inhibitors, primary screen, biochemical, DiFMUP fluorescence, 2 µM | recombinant LYP catalytic domain | AID 640, 2007 | inhibition, % at 2 µM | Tyrosine-protein phosphatase non-receptor type 22 (Homo sapiens), Q9Y2R2 | 0.21% of 96,000 active;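 active means inhibition at 2 µM at or above a set limit, the screen mean plus 3 SD, cut at about 24% in these data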;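 further: 0% = DMSO with enzyme and 100% = enzyme fully blocked by orthovanadate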
Target sequence (Q9Y2R2 whole entry, looked up, the tested form may be a part): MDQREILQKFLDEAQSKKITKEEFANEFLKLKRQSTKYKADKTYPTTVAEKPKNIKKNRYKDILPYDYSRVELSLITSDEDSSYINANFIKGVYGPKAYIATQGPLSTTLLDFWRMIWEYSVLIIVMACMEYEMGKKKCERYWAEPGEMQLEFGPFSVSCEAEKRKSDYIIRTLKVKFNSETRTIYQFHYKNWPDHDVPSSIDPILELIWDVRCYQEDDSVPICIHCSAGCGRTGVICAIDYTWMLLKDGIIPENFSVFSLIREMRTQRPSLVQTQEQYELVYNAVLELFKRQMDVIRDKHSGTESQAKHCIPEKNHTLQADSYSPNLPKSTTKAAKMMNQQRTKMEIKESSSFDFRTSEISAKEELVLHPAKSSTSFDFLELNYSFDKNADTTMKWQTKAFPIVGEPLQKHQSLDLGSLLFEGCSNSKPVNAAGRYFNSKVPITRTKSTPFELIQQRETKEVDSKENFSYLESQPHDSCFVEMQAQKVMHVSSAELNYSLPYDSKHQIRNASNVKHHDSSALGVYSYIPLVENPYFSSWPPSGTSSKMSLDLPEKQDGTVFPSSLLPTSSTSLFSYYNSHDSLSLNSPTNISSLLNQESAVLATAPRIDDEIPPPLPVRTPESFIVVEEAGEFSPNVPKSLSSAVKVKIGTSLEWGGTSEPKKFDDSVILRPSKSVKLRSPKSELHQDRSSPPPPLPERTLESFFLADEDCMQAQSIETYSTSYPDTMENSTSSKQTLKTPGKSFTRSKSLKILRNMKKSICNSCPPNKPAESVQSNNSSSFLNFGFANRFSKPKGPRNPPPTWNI
PTPN22 act: LYP phosphatase activators, primary screen, biochemical, DiFMUP fluorescence, 2 µM. activation, % at 2 µM. 0.11% of 96,000 active. Tyrosine-protein phosphatase non-receptor type 22 (Homo sapiens), Q9Y2R2. recombinant LYP; 0 = plate median, 100 = signal doubled;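 active means activation at 2 µM above a set limit, the mean plus 5 SD, cut at about 37% in these data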
* marks the source's active call; other numbers are inactive results; x = not tested or not shown; [ ] = remark or other dose.

The first 2 compounds, ahead of the listing:
SMILES | PLK1 inh | FAK inh | Rev-RRE block | Pyk2 oligo antag | F-actin modifier | Plk1 PBD FP | EphB4 antag | LYP inh 2 | PTPN22 act
CCC(C)C(NC(=O)C1CCC(C)CC1)C(=O)NCc1ccccn1 (stereo not given) | 7 | -2 | 5 | 0.75 | 16 | -14 | 3 | 6 | -7
O=C(NCCN1CCOCC1)c1cc(S(=O)(=O)NCCCN2CCCC2=O)ccc1Cl | 2 | -2 | 0 | -0.91 | -13 | -7 | 1 | -20 | 18

The list itself, previewed entries included:
SMILES | PLK1 inh | FAK inh | Rev-RRE block | Pyk2 oligo antag | F-actin modifier | Plk1 PBD FP | EphB4 antag | LYP inh 2 | PTPN22 act
CCC(C)C(NC(=O)C1CCC(C)CC1)C(=O)NCc1ccccn1 (stereo not given) | 7 | -2 | 5 | 0.75 | 16 | -14 | 3 | 6 | -7
O=C(NCCN1CCOCC1)c1cc(S(=O)(=O)NCCCN2CCCC2=O)ccc1Cl | 2 | -2 | 0 | -0.91 | -13 | -7 | 1 | -20 | 18
C#CCSc1nc(-c2cccs2)ccc1C#N | 12 | 0 | 12 | -0.94 | 5 | -6 | 6 | -3 | -2
CCNCCC(=O)N1c2ccccc2Sc2ccc(NC(=O)OCC)cc21 | -8 | 1 | -4 | 0.61 | 5 | -21 | 8 | 4 | -9
O=C(O)Cc1ccc2[nH]c3ccc(CC(=O)O)cc3c2c1 | -5 | 3 | 6 | 0.15 | -5 | 13 | 2 | 0 | -1
O=C(OCC(=O)N1CCCC1)c1cncc(Br)c1 | -6 | -3 | 1 | 0.33 | 14 | -22 | 2 | 0 | -4
N#C/C(=C(/O)CN1CCN(c2ccccc2F)CC1)c1nc(-c2ccc(Cl)cc2)cs1 | -6 | 0 | -2 | 1.3 | -5 | -24 | 8 | 4 | 0
CCOc1ccc(NC(=O)CSc2nc(C)c3c(c2C#N)CCCC3)cc1 | -16 | -2 | -1 | -1.4 | -4 | 13 | -6 | 18 | -16
COC(=O)CCC(=O)c1oc2ccccc2c1N | -7 | -1 | 2 | 0.61 | -8 | 3 | -4 | -2 | 6
O=C(Nc1ccc(Cl)cc1Cl)C1=Cc2ccccc2OC1 | 1 | 0 | 10 | 0 | 12 | 18 | 2 | -1 | 2
COc1ccc(S(=O)(=O)N(CC(=O)N2CCN(C)CC2)C2CCCCC2)cc1OC | -5 | -2 | 1 | -0.79 | 28 | -3 | 8 | 0 | -1
CCc1ccccc1NC(=O)CN(c1cccc(OC)c1)S(C)(=O)=O | -6 | -2 | 3 | 1.6 | 8 | 8 | -4 | -3 | 6
Cc1ccc2cccc(NC(=S)NC(=O)c3ccccc3)c2n1 | -7 | -8 | 0 | -0.8 | 3 | -17 | -10 | 8 | -6
CCn1c(SCC(=O)NC)nnc1C(C)C | -14 | 0 | 3 | 0.62 | -8 | 9 | -5 | 3 | -6
CCCCNC(=O)Nc1ccccc1C(=O)NCCC | -13 | 0 | -1 | -0.14 | 3 | 1 | -7 | 11 | -10

The final 2 compounds of the section above lead into the next:
SMILES | PLK1 inh | FAK inh | Rev-RRE block | Pyk2 oligo antag | F-actin modifier | Plk1 PBD FP | EphB4 antag | LYP inh 2 | PTPN22 act
CCn1c(SCC(=O)NC)nnc1C(C)C | -14 | 0 | 3 | 0.62 | -8 | 9 | -5 | 3 | -6
CCCCNC(=O)Nc1ccccc1C(=O)NCCC | -13 | 0 | -1 | -0.14 | 3 | 1 | -7 | 11 | -10
O=C(CSCc1nc2ccccc2[nH]1)Nc1ccccc1 | -8 | -1 | 4 | 1.1 | 15 | 11 | 2 | 2 | 2
CC(Cl)C(=O)Nc1ncc(C(F)(F)F)cc1Cl (stereo not given) | -4 | -1 | 5 | 0.07 | 6 | -2 | 2 | 4 | -4
O=C(Cn1c(=O)sc2ccccc21)Nc1ccc(S(=O)(=O)N2CCCCC2)cc1 | -5 | 0 | 15 | -0.88 | -12 | 8 | -9 | 2 | 0
CCOC(=O)CN1C=C(c2ccc3ccccc3n2)C(C[N+](=O)[O-])c2ccccc21 (stereo not given) | -19 | -1 | 94*[fluorescence artefact?] | -0.47 | x | -20 | -3 | -12 | 12
Oc1[nH]c2ccccc2c1/C=N/N1CCCCC1 | -12 | 8 | 2 | x | 9 | -4 | 3 | -2 | 5
Cc1ccc(N(CC(=O)NCc2ccc3c(c2)OCO3)S(C)(=O)=O)cc1 | -11 | -3 | -1 | 0.23 | -9 | 24 | -6 | -2 | 0
Cc1ccccc1C(C(=O)NCc1ccccc1)N(Cc1ccco1)C(=O)c1ccccn1 (stereo not given) | -11 | -3 | 3 | 0.07 | -17 | -7 | 0 | 11 | -10
COc1ccc(S(=O)(=O)CCC(=O)N(C)c2ccc(OC)cc2OC)cc1 | -8 | -3 | -2 | -1.1 | 7 | -14 | -12 | -1 | -2
CC(C)C(=O)Nc1cccc(C(=O)Nc2nnc(C(C)C)s2)c1 | -8 | -2 | 7 | -2.3 | -8 | -11 | 7 | 8 | -9
CCCn1nc(NC(=O)c2cccs2)c2cc3ccccc3nc21 | -12 | -4 | 5 | 0.01 | 24 | 4 | 3 | -2 | 4
CCC(C)(C)NC(=O)C(c1ccc(C)cc1)N(Cc1ccco1)C(=O)Cn1nnc2ccccc21 (stereo not given) | -6 | -1 | -4 | 0.05 | -4 | 24 | 5 | 8 | -8
O=C(Nc1ccc(Cl)cc1)N(C1=NCCC1)c1ccc(OC(F)F)cc1 | 1 | -7 | 1 | -0.3 | 8 | -36 | -10 | -3 | 3
CC(=O)C(=Nc1ccc(Cl)cc1Cl)NNc1cccc(Cl)c1 | 2 | 2 | 8 | -0.88 | x | 8 | 6 | 7 | -4
COCCn1c(SCc2nc3ccccc3c(=O)[nH]2)nnc1-c1ccncc1 | -5 | 1 | 4 | -0.92 | -8 | -24 | 12 | 4 | -4
COc1ccc(CN/C(C)=C(/C#N)C(N)=O)cc1OC | -7 | 1 | 5 | -0.04 | 21 | 12 | -3 | -1 | 0
CC(=O)c1c(C)[nH]c(C(=O)NCCC2=CCCCC2)c1C | -26 | -4 | 7 | 0.79 | 14 | -16 | 3 | 7 | -8
CNC(=O)CSCCn1c(SCC(=O)NC)nc2ccccc2c1=O | -7 | 2 | 10 | 0.6 | -1 | -7 | 4 | 0 | -1
CCCCSc1nnc(-c2ccc(C)cc2)n1C | -3 | 3 | 6 | 0.3 | 7 | 1 | 0 | 9 | -7
Cc1cccc(-n2c(SCC(=O)NCc3ccco3)nnc2-c2ccco2)c1 | -13 | -2 | -1 | 0.12 | 10 | -10 | 3 | -3 | 4
CC(=O)Nc1ccc(S(=O)(=O)NCCC(=O)NCCc2ccc(F)cc2)cc1 | -2 | 9 | 4 | -0.33 | 15 | -8 | 5 | 9 | -9
N/C(CN1CCCC1=O)=N\OC(=O)c1ccccc1Cl | -11 | -3 | 1 | 0.54 | 9 | -19 | -2 | 2 | -5
COc1ccc(-n2c(=O)c3ccccc3n(CC(=O)NC3CCCC3)c2=O)c(OC)c1 | -20 | 1 | 3 | -0.5 | -2 | 14 | -3 | 5 | -8
CC1CCC(C(C)C)C(OC(=O)C2=C3c4ccccc4S(=O)(=O)N3CC2)C1 (stereo not given) | -8 | -3 | 14 | 0.72 | -8 | -28 | 2 | 7 | -8
COc1ccc(N2CCN(c3ccc(N)cc3C#N)CC2)cc1 | 3 | 5 | 0 | -1.1 | 3 | 10 | 4 | -18 | 14
O=C(Nc1cccnc1Cl)c1ccc(S(=O)(=O)N2CCCCCC2)cc1 | 6 | -2 | 9 | -1.1 | 20 | 17 | 2 | -8 | 11
CC1Cc2ccccc2N1C(=O)Cc1cccs1 (stereo not given) | -11 | 4 | 1 | -0.5 | -14 | -10 | -1 | -6 | 5
CC[C@@H](C)[C@H](NS(=O)(=O)c1ccc(C)cc1)C(=O)N1CCC(C(=O)NCC(=O)O)CC1 | -12 | -2 | 0 | 0.37 | -14 | 1 | 0 | -2 | 6
Cc1n[nH]c(C)c1C(=O)CC1(O)C(=O)N(CCc2ccccc2)c2ccc(Cl)cc21 (stereo not given) | -1 | 8 | 9 | -2.2 | -18 | -12 | 4 | 11 | -9
CC1Cc2cc(/C(O)=C3/C(=O)C(=O)N(CCCn4ccnc4)C3c3cccnc3)ccc2O1 (stereo not given) | 3 | -7 | 5 | 0.15 | 17 | 24 | 0 | 2 | 4
CCOc1ccccc1COC(=O)c1cccc(-n2cnnn2)c1 | 5 | -5 | 8 | -0.39 | -16 | 0 | -2 | -2 | 0
CCOC(=O)C1=C(N)OC2=C(C(=O)CC(C)(C)C2)C1c1cccnc1 (stereo not given) | -10 | 3 | 5 | 0.16 | -1 | -25 | -2 | -3 | 7
Cc1ccc(CSc2nnc(-c3ccco3)o2)cc1 | -14 | -2 | 12 | -0.21 | -4 | 3 | 4 | 1 | 0
Cc1ccc(CNC(=O)CC2C(=O)Nc3c2c(=O)n(C)c(=O)n3Cc2ccccc2)cc1 (stereo not given) | -14 | -1 | 3 | -0.79 | 9 | -9 | 0 | 10 | -6
CC(C)(C)NC(=O)Cn1c(=O)oc2ccc(Cl)cc21 | -5 | -5 | 2 | x | 20 | -40 | -2 | -8 | 7
CCCn1cnc2cc(NCc3cccc(OC)c3O)ccc21 | -11 | 3 | -3 | -0.27 | -20 | 5 | -1 | -1 | -1
COCCNC(=O)c1ccc2c(=O)n(CCOC)c(=O)[nH]c2c1 | -1 | 1 | 10 | -0.44 | -2 | -25 | -3 | -14 | 12
Cc1ccc(C(=O)OCC(=O)Nc2sccc2C(N)=O)cc1NC(=O)c1ccco1 | -13 | 3 | 0 | -1.9 | -14 | -7 | -1 | 5 | -3
N/C(=N/O)c1nc(N2CCCCC2)nc(N2CCCCC2)n1 | -13 | 0 | 6 | 0.32 | 2 | -21 | 3 | -3 | 2
CCOC(=O)C1=C(C)OC(N)=C(C#N)C1c1ccsc1 (stereo not given) | -1 | 3 | 4 | 0.42 | -11 | 13 | -1 | -1 | 2
CCc1nnc(NC(=O)CSc2nnc(CNc3ccc(F)cc3)n2C2CCCCC2)s1 | -2 | 5 | 1 | -2.8 | -5 | 0 | 1 | 9 | -10
O=C1CSC(c2ccccn2)N1c1ccccc1 (stereo not given) | -9 | -4 | 8 | 1.9 | 22 | 6 | 1 | 4 | -5
CC1Cc2nc(SCC(=O)Nc3ccc4c(c3)OCO4)n(Cc3ccccc3)c(=O)c2S1 (stereo not given) | -8 | 5 | 3 | -2.4 | -28 | -4 | -6 | 4 | -4
Cc1ccc2c(c1)N(S(=O)(=O)c1ccc(F)cc1)C(C(C)(C)C)CO2 (stereo not given) | -8 | 1 | 18 | -0.45 | x | 8 | -1 | x | x
O=C(CCl)Nc1ccccc1Sc1ccccc1 | -1 | 4 | 2 | 0.14 | -4 | -12 | -11 | -20 | 20
CC1CCN(CC(=O)n2c3c(c4ccccc42)CCCC3)CC1 | 3 | 1 | 7 | -0.22 | 18 | -18 | -3 | 4 | -1
Cc1ccc(S(=O)(=O)N(C)c2ccc(C(=O)N3CCCCC3)cc2)cc1 | -2 | -2 | 4 | 1 | 28 | 8 | -8 | 1 | 2
CC(C)CC(NC(=O)C1CCCN1C(=O)OC(C)(C)C)C(=O)NCC(N)=O (stereo not given) | -10 | 5 | 6 | 0.27 | -40 | 12 | 5 | -11 | 9
